H1N1 NS1A inhibition = NS1A inhibition, H1N1 influenza, cell based functional assay (AID 504329); NS1A functional cell-based assay, percent inhibition; higher % means a stronger effect; 340,000 tested, 0.3% active; inhibition, % at 12.5 µM; hits with a dose series show IC50 in µM; in the data active means a potency from the dose series; inconclusive means inhibition above about 27% without an active follow-up result; further: strong numbers were not always called active
M. tuberculosis HTS = M. tuberculosis growth inhibition, HTS (AID 449762); M. tuberculosis H37Rv growth inhibition, 7H9 media; higher % means a stronger effect; inhibition, % at 25 µM; hits with a dose series show IC50 in µM; 330,000 tested, 0.59% active; in the data active means a potency from the dose series; inconclusive means inhibition above about 70% without an active follow-up result;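 further: bacterial growth assessed after seven days of incubation; strong numbers were not always called active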
M. tuberculosis = growth inhibition of non-replicating M. tuberculosis (AID 488890); Mycobacterium tuberculosis non-replicating, growth inhibition; higher % means a stronger effect; inhibition, % at 25 µM, or IC50 in µM where a hit was titrated; 320,000 tested, 0.39% active; in the data active means a potency from the dose series; inconclusive means inhibition mostly from about 82% at the one dose, without a potency; inactive means the rest, 99 in 100 with inhibition below about 76%;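 further: plate controls were DMSO cells for no effect and high antibiotic wells for full effect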
inhibitors of VEEV = inhibitors of VEEV TC-83 cytopathic effect, confirmation, Vero cells (AID 588727). inhibition, % at 20 µM; hits with a dose series show IC50 in µM. Vero cells, VEEV TC-83 cytopathic effect inhibition; higher % means a stronger effect. 350,000 tested, 0.13% active; in the data active means a potency from the dose series; inconclusive means inhibition mostly from about 14% at the one dose, without a potency; inactive means the rest, 99 in 100 with inhibition below about 12%; further: strong numbers were not always called active
Salmonella PhoP GFP = Inhibition of PhoP regulon, Salmonella typhi GFP reporter cells, confirmation, 4 h (AID 1850); Salmonella Typhi PhoP-promoter GFP reporter, fluorescence, 4 h; higher % means a stronger effect; inhibition, % at 50 µM; hits with a dose series show IC50 in µM; 310,000 tested, 0.33% active; in the data active means a potency from the dose series; inconclusive means inhibition mostly from about 25% at the one dose, without a potency; inactive means the rest, 99 in 100 with inhibition below about 19%;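 further: 0% = induced wells with vehicle and 100% = uninduced wells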
inhibitors of VEEV 10K pilot screen = second read-out of inhibitors of VEEV, no call of its own (marks repeat the call); inhibition, %; measured here: 10K pilot screen inhibition
* hit, by the source's call; i = inactive; ? = inconclusive; . = not tested or not shown; & = joins results of further samples.

SMILES	H1N1 NS1A inhibition	M. tuberculosis HTS	M. tuberculosis	inhibitors of VEEV	Salmonella PhoP GFP	others
O=C(CN1C(=O)CSc2ccc(S(=O)(=O)N3CCOCC3)cc21)NCc1ccc(Cl)cc1	-4%	6%	6%	1.3%	-1%
COc1ccc(S(=O)(=O)N2CCc3ccccc3C2)cc1C(=O)O	-26%	-3%	-3%	0.8%	0%
COc1ccc(OCCCC(=O)Nc2nc(C)c(C(C)=O)s2)cc1	-7%	-1%	14%	1.5%	-10%
CCC(C)NC(=O)C1(O)c2cc(Br)ccc2NC(=O)N1c1cccc(OC)c1 (stereo unspecified)	4%	1%	2%	i	-1%
COc1cc(OC)cc(-c2ncc3ccccn23)c1	-8%	3%	35%	9.0%	-1%
Nc1ccc(Sc2ccc([N+](=O)[O-])cc2)cc1	10%	8%	42%	2.7%	-8%
N/C(=N\OC(=O)c1ccccc1)c1ccn[nH]1	-3%	0%	-19%	4.6%	-1%
NC(N)=Nc1ccc2[nH]c3c(c2c1)C[C@@]1(O)[C@H]2Cc4ccc(O)c5c4[C@@]1(CCN2CC1CC1)C3O5 (stereo partly specified)	9%	2%	43%	1.5%	.
Cc1ccc(Nc2cc(C)c3c(O)cccc3n2)cc1C	20%	8%	23%	i	6.6µM*
COc1cc(/C=C2\SC(=O)NC2=O)ccc1Oc1ccc([N+](=O)[O-])cc1[N+](=O)[O-]	-1%	?	77%	0.6%	-5%
Cc1cccc(N(Cc2cc3ccccc3[nH]c2=O)S(C)(=O)=O)c1	-7%	4%	1%	1.8%	-4%
Cn1c(SCC(=O)NCc2ccc3c(c2)OCO3)nc2scc(-c3cccs3)c2c1=O	8%	-7%	-4%	10%	-3%
CCOC(=O)C1CCN(C(=O)c2sc3nc(C)nc(N4CCC(C)CC4)c3c2C)CC1	-6%	33%	11%	i	-2%
Cc1cccc(/C=N/NC(=O)c2c(-c3ccccc3)noc2C)c1O	3%	7%	?	8.8%	4%
Nc1nc(O)c(CC(=O)O)s1	9%	-2%	-4%	i	-14%

Molecules shown so far that contain two or more sulfur atoms, in the order listed:
SMILES	H1N1 NS1A inhibition	M. tuberculosis HTS	M. tuberculosis	inhibitors of VEEV	Salmonella PhoP GFP	others
O=C(CN1C(=O)CSc2ccc(S(=O)(=O)N3CCOCC3)cc21)NCc1ccc(Cl)cc1	-4%	6%	6%	1.3%	-1%
Cn1c(SCC(=O)NCc2ccc3c(c2)OCO3)nc2scc(-c3cccs3)c2c1=O	8%	-7%	-4%	10%	-3%

Back to the main list, starting 5 compounds before the break.
SMILES	H1N1 NS1A inhibition	M. tuberculosis HTS	M. tuberculosis	inhibitors of VEEV	Salmonella PhoP GFP	others
Cc1cccc(N(Cc2cc3ccccc3[nH]c2=O)S(C)(=O)=O)c1	-7%	4%	1%	1.8%	-4%
Cn1c(SCC(=O)NCc2ccc3c(c2)OCO3)nc2scc(-c3cccs3)c2c1=O	8%	-7%	-4%	10%	-3%
CCOC(=O)C1CCN(C(=O)c2sc3nc(C)nc(N4CCC(C)CC4)c3c2C)CC1	-6%	33%	11%	i	-2%
Cc1cccc(/C=N/NC(=O)c2c(-c3ccccc3)noc2C)c1O	3%	7%	?	8.8%	4%
Nc1nc(O)c(CC(=O)O)s1	9%	-2%	-4%	i	-14%
O=C(c1ccccc1)N1CCC(CC2CC(c3cccc(Br)c3)=NO2)(C(=O)NCC2CCCCC2)CC1 (stereo unspecified)	7%	16%	51%	i	-19%
CC[C@@]12C(=O)N(c3ccccc3)C(=O)N1[C@H](c1ccc(OC)cc1)[C@@H]1C(=O)N(C(C)(C)C)C(=O)[C@@H]12	6%	-1%	12%	i	4%	inhibitors of VEEV 10K pilot screen=0.5
O=C(c1ccc(CNc2c(N3CCCC3)c(=O)c2=O)cc1)N1CC=C(c2ccccc2)CC1	8%	0.76µM*	66%	10%	15%
CN(C)CCNC(=O)C(=O)c1c(-c2ccccc2)cc2ccccn12	-1%	-2%	-16%	i	5%
c1ccc(Cn2nnnc2C(c2cccs2)N2CCc3ccccc3C2)cc1 (stereo unspecified)	-15%	5%	16%	2.8%	6%
CN(Cc1ccc(F)cc1)Cc1nc(-c2cnccn2)no1	6%	-5%	16%	0.8%	-1%
C#CCNC(=O)C1=C[C@@H](c2ccc3c(c2)OCO3)C[C@@H](OCCCCO)O1	-5%	8%	15%	2.1%	-14%
NS(=O)(=O)c1ccc(SCc2ccccc2)nc1	3%	31%	0%	2.1%	-1%
COc1ccc(C(=O)N/C(=C\c2cccc([N+](=O)[O-])c2)C(=O)Nc2cccc(C(=O)O)c2)cc1	-4%	-1%	5%	0.6%	1%	inhibitors of VEEV 10K pilot screen=0.3
CCC(C)[C@H]1CN=C(N)N1CCc1cccc2ccccc12 (stereo partly specified)	8%	-1%	i	0.2%	10%
N#C/C(=C\c1ccc(F)cc1)C(=O)Nc1ccccn1	2%	-7%	-12%	0.4%	1%
CCCCCOC(=O)CSc1n[nH]c(=O)[nH]c1=O	-6%	6%	-5%	i	6%
CCN1CCN(C(=O)CN(c2ccc(F)cc2)S(=O)(=O)c2ccc(OC)c(OC)c2)CC1	-2%	-15%	-7%	1.4%	-3%
N#Cc1ccccc1NC(=O)CSc1nnc(-c2ccccc2)n1-c1ccccc1	-15%	3%	-3%	2.4%	1%
Cc1ccc2c(c1)COc1c3ccc(C(=O)O)cc3nn1-2	-3%	4%	21%	0.4%	6%
COc1ccc(CNC(=O)COC(=O)c2ccc(Br)o2)cc1	0%	-1%	74%	1.6%	.
O=C(Nc1ccc(S(=O)(=O)N2CCOCC2)cc1)c1ccccc1	18%	9%	-1%	0.4%	-5%
COc1cc(OC)c(NC(=O)[C@@H]2CCC(=O)N2C2OC(=O)c3c2ccc(OC)c3OC)cc1Cl (stereo partly specified)	5%	-12%	0%	0.4%	17%
Cc1ccc(C(=O)NCC(=O)OCC(=O)c2ccc(Cl)s2)cc1	-13%	13%	19%	2.4%	-2%
COc1ccc(S(=O)(=O)N(C)C)cc1NC(C)C(=O)Nc1cccc(C#N)c1 (stereo unspecified)	1%	-14%	1%	i	-3%
N#Cc1ccc(CN2CCN(C(=O)CNC(=O)Cc3cccc4ccccc34)CC2)cc1	-5%	.	.	0.9%	.
Cc1csc(SCC(=O)Nc2ccc(F)cc2Cl)n1	4%	1%	16%	2.0%	.
CC1CN(CCOCCSc2ccccc2)CC(C)O1 (stereo unspecified)	-13%	3%	19%	0.5%	-6%
O=C(O)CCCC(=O)NCc1ccccn1	-5%	0%	-13%	4.5%	-12%
CN1CCc2nc(NC(=O)COc3ccc4ccccc4c3)sc2C1	7%	9%	34%	i	14%
O=C(c1ccc(S(=O)(=O)N2CCOCC2)cc1)N1CCc2ccccc2C1	11%	-1%	1%	1.2%	-10%
c1ccc(COc2cccc(CNCc3cccnc3)c2)cc1	6%	1%	12%	0.9%	12%
O=C(NCCCOC(=O)c1ccccc1)c1ccccc1	-4%	.	.	1.0%	.
CC1(C)Cc2c(c(N3CCOCC3)nc3sc(C(=O)N4CCCCC4)c(N)c23)CO1	-7%	-5%	.	0.3%	.
CNc1nc(-c2ccc(Cl)cc2)cs1	4%	-1%	10%	1.9%	-18%
COCCn1c(C(F)(F)F)ccc(NC(=O)c2ccccc2)c1=O	-7%	-2%	18%	4.2%	6%
O=C1C2CSCN2C(=O)CN1CCCN1CCN(C(c2ccccc2)c2ccccc2)CC1 (stereo unspecified)	5%	-1%	18%	i	-2%
Cn1nnnc1SCc1nnc(-c2ccc(F)cc2)o1	11%	1%	-21%	0.7%	-4%
O=C(NCC1CCCO1)c1onc(CSc2ccc(Cl)cc2)c1C(=O)O (stereo unspecified)	3%	-4%	-8%	i	6%
CCC(C)c1ccc(OCC(=O)Nc2cccc(C(=O)Nc3ccc(C(=O)O)cc3)c2)cc1 (stereo unspecified)	16%	6%	47%	i	1%
Cc1onc(-c2c(Cl)cccc2Cl)c1C(=O)N[C@@H]1C(=O)N2[C@@H]1SC(C)(C)[C@@H]2C(=O)O	-1%&-5%	-8%	-29%	2.2%&0.8%	-11%
CC1CCN(S(=O)(=O)c2ccc(C(=O)Nc3sccc3C(N)=O)cc2)CC1	-8%	-3%	14%	8.1%	-14%
Clc1ccc(OCCCc2nc(-c3cccnc3)no2)c(Cl)c1	1%	22%	49%	i	2%
CC(Nc1nc(C(F)(F)F)nc2ccccc12)c1cccs1 (stereo unspecified)	-7%	9%	8%	4.3%	5%
COc1cc(N(C)C)ccc1C=c1c2ccccc2n2c1cc(-c1ccccc1)[n+]2C	3.2µM*	.	.	1.9%	.
CCOC(=O)CN1C(=O)/C(=C2\SC(=S)N(NC(=O)c3cccnc3)C2=O)c2ccccc21	7%	8%	-9%	1.6%	-4%
Clc1cccc(CNCC2CCCO2)c1Cl (stereo unspecified)	-8%	-1%	26%	i	-7%
Cc1ccccc1CS(=O)(=O)Cc1ccc(C(=O)NCc2cccnc2)o1	18%	-2%	12%	1.5%	9%
COc1cccc(NC(=O)Nc2ccc(C)c(Cl)c2)c1	2%	3%	2%	2.9%	-4%
COc1ccc(CCC(=O)Nc2cc(S(C)(=O)=O)ccc2Cl)cc1	-1%	-8%	6%	0.9%	8%
Cc1ccc(C(=O)NCc2ccc3c(c2)OCO3)cc1S(=O)(=O)N1CCOCC1	0%	2%	2%	i	-10%
CC(CCc1ccccc1)NC(=O)Cc1ccc([N+](=O)[O-])cc1 (stereo unspecified)	-5%	-1%	53%	0.6%	-8%
COc1ccccc1C1C([N+](=O)[O-])=CC([N+](=O)[O-])=CN1C (stereo unspecified)	8%	10%	48%	0.1%	1%
Cc1n[nH]c(C)c1CN(C)C(=O)C1CCC(=O)N(CCc2cccc(F)c2)C1 (stereo unspecified)	7%	-1%	-10%	0.4%	-9%
COc1ccc(-c2[nH]ncc2CN2CCCC(C(=O)c3ccc(OC)cc3OC)C2)cc1 (stereo unspecified)	0%	0%	10%	1.0%	-9%	inhibitors of VEEV 10K pilot screen=0.0
CC(C)CC(=O)Nc1ccnn1C1CCN(C(=O)c2ccc(F)cc2Cl)CC1	-6%	1%	-5%	5.5%	-9%
O=C(NC1CCCC1)C(c1ccccn1)N(C(=O)c1csnn1)c1ccccc1 (stereo unspecified)	11%	7%	6%	1.7%	5%
COc1ccc(CCNC(=O)c2c[nH]c3ccc(F)cc3c2=O)cc1OC	22%	3%	16%	8.1%	-4%
CC(CCc1ccccc1)NC(=O)c1nnc(Cc2ccc(F)cc2)o1 (stereo unspecified)	2%	5%	.	0.9%	-13%
CCN1CCN(C(=O)/C=C/c2cccc(Cl)c2)CC1	-7%	0%	6%	0.2%	26%
COc1cc(OC)cc(C(=O)Nn2cnnc2)c1	-26%	0%	-7%	8.2%	6%
CCOC(=O)c1cnn(-c2ccc(C(F)(F)F)cn2)c1N	-6%	-2%	-3%	1.3%	6%
O=C(CN1CCOCC1)Nc1ccc2c(c1)OCO2	2%	6%	2%	0.2%	-9%
Cc1cccc(-c2nc(CSc3nc4c(c(=O)[nH]3)CCC4)c(C)o2)c1	9%	-10%	7%	7.2%	5%
O=C(Nc1ccccc1CC[N+](=O)[O-])N1CCN(c2ccccc2)CC1	1%	-7%	-6%	0.1%	-3%
The listing continues:
SMILES	H1N1 NS1A inhibition	M. tuberculosis HTS	M. tuberculosis	inhibitors of VEEV	Salmonella PhoP GFP	others
CCC(C)NC(=S)Nc1ccccc1 (stereo unspecified)	-5%	.	.	0.2%	.
COc1ccc(OC)c(N(CC(=O)Nc2ccccc2)S(=O)(=O)c2ccccc2)c1	-4%	0%	-1%	8.4%	14%
COc1ccc2c(c1)CC(C1(O)C(=O)Nc3ccccc31)C2=O (stereo unspecified)	-2%	-11%	3%	1.8%	-6%
COc1cc(OC)c(C(=O)OCCCOC(=O)c2cc(OC)c(OC)cc2OC)cc1OC	-8%	3%	-13%	3.7%	-1%
O=C(CCNC(=O)N1CC(=O)Nc2ccccc21)NCCc1cccc(F)c1	-11%	-9%	17%	i	-13%
CCCCn1c(=O)[nH]c(=O)c2c1nc(-c1ccc([N+](=O)[O-])cc1)n2CC	7%	7%	4%	1.4%	-1%
Cc1ccc(/C=[N+](/C)[O-])cc1	1%	-9%	-8%	1.3%	-3%
COc1ccc(N2CCCC2)c(NC(=O)c2ccc([N+](=O)[O-])o2)c1	24%	?	40%	22%	-21%
COC(=O)[C@@H](NC(=O)O[C@@H]1C(=O)c2cc(Br)ccc2O[C@H]1c1cccc(OC)c1)C(C)C	.	9%	7%	.	-9%
CCOc1ccccc1CNC(=O)c1ccc(NC(=O)C2=CSCCO2)cc1	5%	54%	?	8.5%	-6%

Source: PubChem BioAssay
